# MCL1-BIM inh: disrupts human MCL1 binding to BIM-BH3 peptide. Q07820. AID 2057. GST-MCL1 / FITC-Bim-BH3 fluorescence polarization. inhibition, % at 10.9 µM. 320,000 compounds, 0.68% hits;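 active means inhibition above the mean inhibition of all tested compounds plus 3 SD, set per campaign, cut at about 40% in these data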;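 further: 0% = DMSO wells and 100% = unlabeled Bim-BH3 peptide control; higher means more loss of mP so more displacement of Bim peptide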
# Target sequence (Q07820 whole entry, looked up): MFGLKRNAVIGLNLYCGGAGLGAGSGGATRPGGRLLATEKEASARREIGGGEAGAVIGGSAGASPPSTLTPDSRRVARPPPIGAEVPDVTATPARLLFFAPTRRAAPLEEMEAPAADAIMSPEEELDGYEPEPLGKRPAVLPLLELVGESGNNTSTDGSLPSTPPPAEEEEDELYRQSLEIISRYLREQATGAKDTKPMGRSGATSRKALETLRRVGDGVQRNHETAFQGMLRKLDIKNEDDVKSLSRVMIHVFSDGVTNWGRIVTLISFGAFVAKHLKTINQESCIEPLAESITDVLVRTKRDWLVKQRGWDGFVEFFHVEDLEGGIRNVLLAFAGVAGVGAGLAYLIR
# GLD-1 TGE inh: GLD-1-TGE RNA interaction inhibition (C. elegans); Q17339; purified GLD-1 + fluorescein TGE RNA, fluorescence polarization; inhibition, % at 5.96 µM; 320,000 compounds, 0.44% hits; AID 2280;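 active means percent inhibition above a per-plate cutoff, the plate mean of test compounds plus 3 SD, cut at about 30% in these data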;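 further: 0% = DMSO wells with GLD-1 and probe and 100% = wells lacking GLD-1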
# Yeast superoxide: lowers age-related superoxide in aged yeast cells; S. cerevisiae aged cells, superoxide DHE fluorescence; hits give low values; superoxide response (% of plate mean), % at 10 µM; 330,000 compounds, 0.18% hits; AID 2690;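 active means superoxide response under a set limit, about three screen SD below normal, cut at about 65% in these data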;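 further: yeast aged for seven days with compound at 30 °C before DHE staining; 100% = average MFI of all compound-treated wells on the plate with controls excluded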
# VLA-4 inh: inhibition in a human VLA-4 binding assay. P13612. VLA-4 expressing cells, ligand binding flow cytometry. inhibition, % (about 7 µM as worked out from the volumes in the protocol). 330,000 compounds, 0.2% hits; in the data active means inhibition above about 50%
# Bcl-xL primary: blocks human Bcl-xL binding to Bim BH3 peptide. Q07817. GST-Bcl-xL / FITC-Bim BH3 peptide fluorescence polarization. inhibition, % at 10.9 µM. 320,000 compounds, 0.7% hits. AID 2129;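 active means inhibition above the mean of all tested compounds plus 3 SD, cutoff set per campaign, cut at about 30% in these data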;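 further: 0% = DMSO wells and 100% = unlabeled Bim-BH3 peptide competitor; inhibitors lower millipolarization by displacing the labeled peptide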
# Target sequence (Q07817 whole entry, looked up): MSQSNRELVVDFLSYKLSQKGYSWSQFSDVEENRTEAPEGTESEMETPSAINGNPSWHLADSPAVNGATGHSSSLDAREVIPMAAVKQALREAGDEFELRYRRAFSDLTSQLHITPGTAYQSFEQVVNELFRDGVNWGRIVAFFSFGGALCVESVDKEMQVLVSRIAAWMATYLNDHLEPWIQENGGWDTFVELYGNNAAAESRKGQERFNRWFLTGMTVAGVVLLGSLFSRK
# MEX-5 binding: C. elegans MEX-5 TCR-2 RNA binding activity. Q9XUB2. MEX-5/FITC-TCR2 RNA binding, fluorescence polarization; hits give low values. activity score (negative = inhibition of binding), % at 10 µM. 300,000 compounds, 0.38% hits. AID 1832;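 active means inhibition past about -25% in most replicates, and total fluorescence under double the plate's negative control median, limit read from the data; inconclusive means replicates evenly split on the limit, or fluorescence at least double controls; inactive means too little inhibition in most replicates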;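 further: 0% = DMSO and -100% = 5 µM competing unlabeled TCR2 RNA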
# Target sequence (Q9XUB2 whole entry, looked up): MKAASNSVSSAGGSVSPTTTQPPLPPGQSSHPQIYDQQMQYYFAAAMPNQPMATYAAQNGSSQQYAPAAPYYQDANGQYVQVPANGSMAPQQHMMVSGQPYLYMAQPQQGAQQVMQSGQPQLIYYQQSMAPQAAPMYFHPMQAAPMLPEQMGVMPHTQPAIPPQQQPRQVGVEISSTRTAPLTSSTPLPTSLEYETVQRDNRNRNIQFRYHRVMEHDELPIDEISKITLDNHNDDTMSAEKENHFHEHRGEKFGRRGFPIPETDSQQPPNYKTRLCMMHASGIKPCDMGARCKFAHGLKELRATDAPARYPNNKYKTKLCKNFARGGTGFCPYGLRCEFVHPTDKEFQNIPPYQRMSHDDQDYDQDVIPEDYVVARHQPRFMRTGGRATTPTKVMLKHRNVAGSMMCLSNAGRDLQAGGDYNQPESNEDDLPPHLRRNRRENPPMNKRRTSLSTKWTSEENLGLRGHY
# AGP1-GFP MLPCN: alters AGP1-GFP fluorescence in TOR pathway yeast screen | S. cerevisiae AGP1-GFP multiplex flow cytometry, 3 h; GFP as percent of DMSO wells | GFP response vs DMSO, % at 10 µM | 320,000 compounds, 0.02% hits;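 active means GFP response relative to DMSO above a set limit, near screen average plus 3 SD, cut at about 150% in these data; inconclusive means fewer than 70 cells counted for the yeast strain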;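 further: median GFP channel fluorescence of the gated AGP1 strain per well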
# GRK2 inh: blocks RNA aptamer binding to human GRK2. P25098. bead flow cytometry, FAM-aptamer displacement from GRK2. inhibition of aptamer binding, % at 10 µM. 330,000 compounds, 0.59% hits;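 active means inhibition of aptamer binding above 40%, roughly 3 SD of noise, on plates passing a quality check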;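 further: median bead fluorescence of bound FAM aptamer so fluorescent compounds give negative values; no value below 0 was filed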
# CIT2-GFP yeast: modulators of TOR pathway CIT2-GFP in S. cerevisiae; S. cerevisiae CIT2-GFP strain, flow cytometry, 3 h; 100 means same as DMSO wells; GFP response vs DMSO, % at 10 µM; 320,000 compounds, 0.065% hits;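 active means GFP response relative to DMSO above a set limit, near the screen mean plus 3 SD, cut at about 150% in these data; inconclusive means Fewer than 70 cells measured for a yeast strain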;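 further: ratio of well median GFP fluorescence to mean of DMSO wells on the plate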
# * hit, by the source's call; ? = inconclusive; · = not tested or not shown; [ ] = dose if it differs, or a comment. An unsorted share of the library; about 2.1% have a hit in one of these screens.
SMILES,MCL1-BIM inh,GLD-1 TGE inh,Yeast superoxide,VLA-4 inh,Bcl-xL primary,MEX-5 binding,AGP1-GFP MLPCN,GRK2 inh,CIT2-GFP yeast
O=C(NCc1ccc2c(c1)OCO2)C12CN(Cc3ccccc3)CC1C(c1cccc([N+](=O)[O-])c1)=NO2 (centres undefined),17,-11,111,-1,9,-3.1,98,1,95
O=C(Nc1ccc(Cl)cc1)C1CC=CCC1C(=O)OCC(F)(F)C(F)F (centres undefined),12,4,89,4,7,-2.8,25[may fluoresce violet],2,?
Cc1cc(C)nc(NC(=S)Nc2ccc(F)cc2F)c1,6,7,112,9,9,-0.2,92,4,96
Cc1ccc2c(CN3CCC(C(N)=O)CC3)cc(=O)oc2c1C,7,-8,91,7,5,1.1,100,0,104
CC1(C)CC(=O)C/C(=N\NC(=O)C2CC23CCC3)C1 (centres undefined),2,3,93,8,2,-13,88,4,89
O=S(=O)(Nc1ccc(Cl)cc1)c1ccc(N2CCOCC2)c(NC(=S)NCCN2CCOCC2)c1,6,-9,107,19,5,-0.9,106,2,98
N=c1c2c(n(Cc3ccc(Br)cc3)c3c1CCC3)CCCC2,5,4,104,1,2,-1.3,102,0,104
O=C(c1ccco1)N1CCN(C(=O)c2ccc(Cn3cc(Br)cn3)o2)CC1,10,8,91,-3,9,-0.8,109,0,115
O=C(Nc1cccc(S(=O)(=O)N2CCCC2)c1)c1cccnc1,-1,-1,102,-6,6,1.9,89,1,97
COC(=O)c1cc2sc(Cl)cc2n1CC(=O)Nc1cccc(SC)c1,-4,3,110,12,-3,1.4,100,0,103
Cc1ccc(C)c(C(=O)c2ccccc2NC(=O)c2ccccn2)c1,2,-4,99,23,-3,-0.3,94,1,101
O=C1SCCC1NC(=O)C(c1ccccc1)c1ccccc1 (centres undefined),-11,-15,119,5,-8,1.3,107,3,101
N=C(N)SCCc1cccc(CCSC(=N)N)c1,4,3,98,5,2,0.0,93,0,108
CN(C)S(=O)(=O)c1cccc(NC(=S)N/N=C/C2CC=CCC2)c1 (centres undefined),-21,4,120,27,-15,0.3,96,0,100
O=c1[nH]c(CN2CCN(S(=O)(=O)c3ccccc3C(F)(F)F)CC2)nc2sc3c(c12)CCCC3,-12,-4,121,9,-1,7.2,97,3,95
COc1ccc(S(=O)(=O)N2CCN(c3ccccn3)CC2)cc1[N+](=O)[O-],2,-6,95,-1,3,0.2,102,0,110
CCc1nnc(NC(=O)c2cc(C)nc3ccccc23)s1,4,-2,94,6,3,-3.5,110,2,113
O=C(CN1C(=O)c2ccccc2S1(=O)=O)c1ccccc1,5,8,93,28,6,4.7,89,1,110
CCCn1c(/N=C/c2ccccc2O)nc2ccccc21,-5,-4,104,1,-7,3.5,95,0,94
Cc1ccc(NC(=O)CCCCCN2C(=O)c3ccccc3C2=O)nc1,-2,3,103,5,5,2.5,96,3,93
CC1CCN(c2c(NCc3ccc(C(=O)N4CCN(C5CCCCC5)CC4)cc3)c(=O)c2=O)CC1,-3,-5,111,-3,0,0.5,97,0,99
COc1ccc(CN(Cc2ccc(C(=O)O)cc2)C(=S)Nc2ccccc2C)cc1OC,4,8,126,-5,1,-1.5,86,0,86
C=C1CCN([C@H](C(=O)OCc2ccc(C)cc2)C(C)C)S(=O)(=O)c2ccccc21,12,2,96,-5,9,·,85,3,91
Cn1c(SCC(=O)N2CCCc3ccccc32)nc2ccccc2c1=O,5,-1,108,12,4,-1.2,101,0,96
NCCCCCc1nnc(SCC(N)=O)o1,3,-1,109,13,-6,-0.6,97,0,100
COc1cc(/C=N/n2cnnc2)ccc1Oc1nc(Cl)ncc1F,0,2,99,9,2,1.2,101,1,98
COc1ccc(S(=O)(=O)N2CCOCC2)cc1NC(=O)C1CC1,·,7,104,6,·,·,96,0,84
COc1cccc(/C=C/C(=O)OCCN2C(=O)c3ccccc3C2=O)c1,1,4,123,1,4,1.1,97,0,96
CCOC(=O)CN(Cc1sccc1C)C(=O)Nc1ccc(OCC)cc1,8,1,98,5,5,·,71,0,83
C#CCSc1nnnn1-c1ccc(Br)c(C)c1,9,-7,87,26,3,-1.7,97,0,97
N#Cc1ccc(C(=O)OCC(=O)Nc2ccc(S(N)(=O)=O)cc2)cc1,-8,-2,97,8,-1,0.0,107,9,97
Cc1ccc(S(=O)(=O)Nc2ccc(-c3csc(-c4ccccc4)n3)cc2)cc1,5,12,108,19,5,1.3,106,0,101
O=C(NCCC1=CCCCC1)c1cnsn1,-2,-4,102,15,1,0.9,93,2,81
Cc1ccc(S(=O)(=O)NCCC(=O)Nc2nnc(C)s2)cc1,-7,3,112,5,-4,0.8,87,100*,94
COc1ccc(CCN2C(=NC(=O)C(C)C)SC3CS(=O)(=O)CC32)cc1OC (centres undefined),1,9,102,3,1,0.5,127,1,120
CCc1ccc(C(=O)COC(=O)c2cncc(Br)c2)cc1,-1,0,92,2,0,2.8,103,1,90
CC(C)CN(C(=O)COC(=O)CCc1c[nH]c2ccccc12)c1c(N)n(Cc2ccccc2)c(=O)[nH]c1=O,-3,3,95,4,3,0.3,95,0,96
CCOC(=O)c1c(C)[nH]c(C(=O)OC/C(O)=C(\C#N)c2nc3ccccc3[nH]2)c1C,-9,2,110,-12,0,·,106,3,99
COCCn1c(SCC(=O)Nc2ccc(NC(C)=O)cc2)nc2c([nH]c3ccccc32)c1=O,5,7,111,1,3,0.4,85,7,97
O=C(O)c1ccccc1C(=O)NNc1ccc(F)cc1F,16,3,96,19,10,1.0,102,5,110
O=C(Nc1ccc(-c2nc3ccccc3[nH]2)cc1)C1CCCO1 (centres undefined),-1,-1,115,28,-3,0.2,96,0,98
CCCCn1c(N)c(N(CCOC)C(=O)c2ccc(-c3ccc(C(C)=O)cc3)o2)c(=O)[nH]c1=O,-4,6,104,-4,-6,0.6,112,0,107
C=CC[C@H](CC(=O)NCCO)C(=O)N[C@H](COC(=O)[C@H](CC=C)CC(=O)OC(C)(C)C)Cc1c[nH]c2ccccc12,·,9,110,5,·,·,71,2,87
Cc1ccc2nc(-c3ccccn3)cc(C(=O)Nc3ccc4c(c3)OCO4)c2c1,4,0,119,1,5,-2.0,98,1,88
Cc1cc(NC(=O)CN2C(=O)/C(=C/c3ccccc3F)SC2=S)no1,-1,-4,103,17,-1,-2.9,102,1,111
CC(=O)Nc1ccc(NC(=O)C(Cc2ccccc2)NC(=O)C2CCCCC2)cc1 (centres undefined),12,0,100,13,7,1.2,102,9,104
Cc1noc(NS(=O)(=O)c2ccc(NC(=O)c3cnc4n(c3=O)CCS4)cc2)c1C,9,7,105,4,9,0.3,108,0,99
CCCC(=O)N(c1ccc(F)cc1)C1C=CS(=O)(=O)C1 (centres undefined),-2,-7,90,18,-4,-0.5,103,0,102
Cc1ccccc1-c1nn(-c2ccc(F)cc2F)cc1CNCCCO,4,4,100,17,1,1.7,104,0,108
CCOc1ccc(Oc2ccc(S(=O)(=O)N3CCOCC3)cc2N)cc1,2,9,107,0,0,-2.1,101,0,92

# (further entries)
SMILES,MCL1-BIM inh,GLD-1 TGE inh,Yeast superoxide,VLA-4 inh,Bcl-xL primary,MEX-5 binding,AGP1-GFP MLPCN,GRK2 inh,CIT2-GFP yeast
CN=C(Nc1cccnc1)c1ccccc1,1,-3,85,7,2,-1.4,101,0,104
CCN(c1ccccc1)S(=O)(=O)c1ccc(C(=O)NCCc2ccc(S(N)(=O)=O)cc2)cc1,6,1,103,13,7,0.4,98,3,101
Cc1cc(Cl)ccc1OCC(=O)OCC(=O)c1c(N)n(C)c(=O)n(C)c1=O,4,0,108,0,6,·,98,0,96
CCCC(=O)Nc1nnc(SCC(=O)NC2CC2)s1,4,-5,88,-9,3,1.5,99,2,105
CC(=O)Nc1ccc(CN2CCCN(C)CC2)cc1,2,-4,104,0,4,-1.6,104,2,108
CCC(C)c1ccc(NC(=S)NN2CCOCC2)cc1 (centres undefined),-6,0,96,-15,2,-2.0,95,5,100
CSc1nc(C)cc(OCC(=O)N/N=C/c2ccccc2O)n1,12,-4,83,-7,4,5.2,109,1,116
CCC(=O)c1ccc(OCC(=O)OCC(=O)Nc2cccc(S(=O)(=O)N3CCCC3)c2)cc1,-22,3,121,7,-8,·,92,1,86
CCCN(CCC)c1nc(C#N)nc(N(CCC)CCC)n1,-3,-8,97,4,0,0.9,75,3,87
CC(Oc1ccc(F)cc1)C(=O)Nc1cc(C(F)(F)F)ccc1-n1cncn1 (centres undefined),0,-5,104,4,2,4.1,88,17,75

# The final two entries of the section before open the next one:
SMILES,MCL1-BIM inh,GLD-1 TGE inh,Yeast superoxide,VLA-4 inh,Bcl-xL primary,MEX-5 binding,AGP1-GFP MLPCN,GRK2 inh,CIT2-GFP yeast
CCCN(CCC)c1nc(C#N)nc(N(CCC)CCC)n1,-3,-8,97,4,0,0.9,75,3,87
CC(Oc1ccc(F)cc1)C(=O)Nc1cc(C(F)(F)F)ccc1-n1cncn1 (centres undefined),0,-5,104,4,2,4.1,88,17,75
COc1ccc(C(=O)CC(=O)Nc2ccc([N+](=O)[O-])cc2)cc1,1,3,98,15,-1,2.1,104,1,102
CC1CCC(NC(=O)CSc2ccc(S(=O)(=O)N(C)C)cn2)CC1 (centres undefined),-1,-4,96,-8,4,·,88,1,85
Cn1c(CCn2ccccc2=O)nc2cc(NC(=O)COc3ccccc3)ccc21,9,5,92,5,5,2.0,115,0,112
O=c1c2ccccc2nc(COc2ccccc2)n1/N=C/c1cn[nH]c1-c1ccccc1,3,6,100,5,7,-0.8,91,0,104
COc1cccc(C2(C)NC(=O)N(CC(=O)Nc3ccc(N4CCOCC4)cc3)C2=O)c1 (centres undefined),·,5,91,2,·,·,102,3,102
COc1ccc(NC(=O)c2ccccc2-c2ccccc2)cc1,-6,1,88,-5,0,-0.1,105,0,100
C=CCN1C(=O)C(Cc2cccc(C)c2)SC1=Nc1ccc(C(=O)O)cc1 (centres undefined),-7,-4,94,·,-5,-0.7,104,3,98
CC(C)N1C(=O)C(=O)N(CC(=O)N(C)c2ccccc2)C1=O,3,2,105,9,1,·,98,0,100
Cc1cccc(NC(=O)c2ccc(C(=O)c3ccccc3)cc2)n1,5,2,99,-3,1,0.3,100,0,95
CC(C)c1ccc(-c2nc(N3CCCC3)nc3n[nH]c(N)c23)cc1,5,13,100,8,5,-0.7,103,2,110
COc1ccc(Cl)cc1N(CC(=O)Nc1ccccc1SC)S(C)(=O)=O,-1,0,97,5,1,3.8,94,1,92
COc1ccc(S(=O)(=O)N(C)C)cc1NC(=O)COC(=O)Cn1cnc2ccccc2c1=O,0,4,119,16,3,·,102,2,96
O=C(CSCC(=O)N1CCCCC1)Nc1nc(-c2cccs2)cs1,-1,1,87,6,3,-2.6,102,4,97
CC(C)c1ccc(NC(=S)N2CCCC(c3ccc(F)cc3)=N2)cc1,8,0,98,22,3,3.0,92,0,104
COc1cc(C2C(C#N)=C(N)Oc3n[nH]c(-c4cccnc4)c32)ccc1OCC(N)=O (centres undefined),2,2,92,5,3,-1.7,104,2,108
C=CCN(C(=O)COC(=O)c1cc[n+]([O-])cc1)c1nc(-c2ccccc2)cs1,·,4,92,2,·,·,97,0,93

# Screening results: PubChem BioAssay, several laboratories
